# All columns: NCI-60 one-dose screen, growth in % after 48 h at 10 µM unless noted; 100 = growth as untreated, 0 = no growth, -100 = all killed.
# SF-295: SF-295 CNS cancer cells; actives 5.6% (n = 79,000); AID 1794758
# HCT-15: HCT-15 colon cancer. actives 5.2% (n = 82,000)
# SF-539: SF-539 CNS cancer | actives 6.8% (n = 81,000) | AID 1794752
# HCC-2998: HCC-2998 colon cancer; actives 4.7% (n = 79,000); AID 1794799
# HCT-116: HCT-116 colon cancer | actives 7.3% (n = 82,000)
# SW-620: SW-620 colon cancer | actives 5.2% (n = 82,000)
# SNB-19: SNB-19 CNS cancer cells | AID 1794751 | actives 2.5% (n = 81,000)
# KM12: KM12 colon cancer cells; actives 5% (n = 82,000); AID 1794800
# SNB-75: SNB-75 CNS cancer; AID 1794750; actives 5% (n = 79,000)
# * hit, by the source's call; . = not tested or not shown; & = joins results of further samples; ! = repeats disagree; [ ] = dose if it differs, or a comment. How the source made its calls: active means growth percent below 10; inactive means the rest.
SMILES,SF-295,HCT-15,SF-539,HCC-2998,HCT-116,SW-620,SNB-19,KM12,SNB-75
Cc1ccc(S(=O)(=O)N2CCc3c([nH]c4ccccc34)C2c2cc(=O)oc3cc(C)ccc23)cc1 (stereo not given),80,86,83,.,66,91,86,86,66
Cc1ccc(S(=O)(=O)c2ccsc2NC(=O)c2ccccc2)cc1,81,61,77,.,37,61,88,50,55
Nc1cc(F)ccc1NC(=O)c1ccc(NC(=O)C/C=C/c2cccnc2)cc1,42,29,12,53,9.6*,18,47,41,51
CCCCNc1ccc2c3c1cccc3c(=O)n1c3ccccc3nc21,.,76,103,74,87,86,101,78,73
O=C(O)c1ccc2c(c1Cl)C(=O)c1ccccc1C2=O,108,96,102,104,93,107,99,107,73
CCOC(=O)C/C(=N\Nc1cc(=O)[nH]c2ccc(C)cc12)C(=O)OCC,105,103,103,102,100,95,98,100,95
COc1cc2cc(C(=O)N3C[C@@H](CCl)c4c3cc(OC(=O)N(CCC(=O)N3CCN(C)CC3)[C@H]3CCSSC3)c3ccccc43)[nH]c2c(OC)c1OC,-66*,-52*,-80*,-94*,-41*,-42*,-7.0*,-29*,-69*
CCC(=O)OC1=C(C)SC2=NC(c3ccc(Cl)cc3)=CC(c3ccc(OC)cc3)N21 (stereo not given),.,88,102,.,99,97,99,103,.
O=C(CCCCn1cnc2c(=S)nc[nH]c21)Nc1ccc(C(=O)O)cc1,108,108,102,98,103,99,107,102,94
CCOC(=O)c1c(-c2ccccc2)csc1NC(=O)c1ccccc1,93,85,101,104,96,101,.,99,96
O=C1NC(=S)NC(=O)C1=Cc1cn(Cc2cn(Cc3cccc4ccccc34)nn2)c2ccccc12,98,100,96,100,106,93,98,97,79
Cc1cccc2cc3cccc(C)c3nc12,87,96,98,105,137,95,.,.,85
O=C(O)c1ccccc1C(=O)OCc1ccccc1,188,100,100,99,101,106,108,93,88
Cc1cccc(N2CCN(C(=S)Cc3ccccc3)CC2)c1,93,101,101,107,94,100,104,96,118
c1ccc(Cn2cc3c(c2)-c2nc(Nc4ccccc4)ncc2CC3)cc1,58[100 µM],116[100 µM],64[100 µM],100[100 µM],81[100 µM],92[100 µM],84[100 µM],87[100 µM],64[100 µM]
CC1(C)Cc2c(Br)c(Br)c(Br)c(OCC(O)CN3CCN(c4ccccn4)CC3)c2O1 (stereo not given),81,80,95,93,56,86,101,81,187
COc1cccc2nc(Nc3cccc(NC(=O)c4ccc(CN5CCN(C)CC5)c(C(F)(F)F)c4)c3)ccc12,-95*,-79*,-100*,-97*,-67*,-93*,-100*,-51*,-98*
CC(=O)/C(=C/c1cccc(F)c1)c1ccccc1,113,95,107,.,93,117,107,112,88
O=C1CCCN1C1CCN2CCCc3cccc1c32 (stereo not given),110,102,101,105,101,108,100,109,105
COc1cc(CNC(=O)[C@]23CCC(C)(C)CC2C2=CCC4[C@@]5(C)CCC(OC(C)=O)C(C)(C)C5CC[C@@]4(C)[C@]2(C)CC3)ccc1OCc1cn(-c2ccc(Cl)c(Cl)c2)nn1 (stereo not given in full),106,108,99,121,102,101,94,99,84
C/C=C/C(O)c1ccccc1 (stereo not given),104,101,101,102,100,109,100,102,110
O=C1CCCCCCCCCCCN1,104,99,99,123,99,101,100,104,97
Fc1ccc(Cc2nnc(Nc3nc4ccccc4s3)s2)cc1,101,103,98,113,96,111,101,107,95
CC(=O)C1CCC2C3C=C(C)C4=CC(=O)CCC4(C)C3(F)C(O)CC12C (stereo not given),.,97,89,127,112,114,113,113,107
O=C(CCCC1CCCCC1)OC1CCCC1,112,101,103,106,102,106,104,98,96
# Following part
SMILES,SF-295,HCT-15,SF-539,HCC-2998,HCT-116,SW-620,SNB-19,KM12,SNB-75
O=c1ccn(C2CCCCC2)c(=O)[nH]1,112,108,106,103,.,101,107,120,96
COC(=O)c1nc(-c2ccc(C)cc2)oc1N1CCCCC1,104,84,97,87,99,96,83,96,83
O=C(O)CCn1c(-c2ccc(Cl)cc2)nc(-c2ccccc2)c1-c1ccccc1,91,97,96,104,108,99,103,104,93
O=C(NN1C(=O)/C(=C/C=C/c2ccco2)SC1=S)c1ccccc1,104,92,96,105,107,104,97,99,92
Nc1nc(=S)c2ncn(C3OC(CO)CC3O)c2[nH]1 (stereo not given),98,118,86,107,88,111,75,119,97
CC(=O)n1c(-c2ccc(Cl)cc2)nc2c(c1=O)C(c1ccc(Cl)cc1)c1sc3c(Cl)cccc3c1O2 (stereo not given),-20*,-37*,-63*,-45*,-46*,-11*,14,-17*,-22*
O=S1(=O)N(Cc2ccccc2)[C@@H](Cc2ccccc2)[C@H](O)[C@H](O)[C@H](Cc2ccccc2)N1Cc1ccccc1,-11*,3.2*,-5.2*,-46*,-36*,9.2*,17,-42*,13
CO[C@]12C=C/C(=C(/C(=O)OCc3cccnc3)C(=O)CCCCCCCC[C@@]3(OC)C=C/C(=C(/C(=O)OCc4cccnc4)C(=O)CCCCCCCC1)O3)O2,-0.6*,2.3*,3.0*,-79*,-35*,14,34,-70*,55
O=C1c2cccnc2-c2nccc3c2c1nc1cc(Br)ccc13,-84*,-71*,-90*,-83*,-69*,-75*,-79*,-77*,-99*
Cc1nc(-c2ccc(Cl)cc2)ccc1NC(=O)Nc1ccc2c(c1)OCO2,100,101,103,127,103,119,111,92,101
CNc1ncnc(NC)c1[N+](=O)[O-],132,111,150,106,108,106,114,114,90
NC(=O)c1cccc(-n2ccc3cc(NC(=O)Nc4ccccc4)ccc32)n1,97,100,106,106,106,106,99,102,88
COc1cc(-c2nnc(SCC(=O)Nc3ccc(C(=O)/C=C/c4ccccc4)cc3)o2)cc(OC)c1OC,98,102,96,103,81,108,105,98,84
N=C(N)CC(N)=O,106,108,106,103,97,102,98,113,98
O=C1/C(=C/c2ccccc2Br)COc2ccc(O)c(O)c21,63,-1.6*,-26*,44,-3.2*,5.6*,27,-7.6*,23
C#CCOc1ccc(C2=NN(CCCCC)C3N=C(Cl)c4ncn(CCCCC)c4N23)cc1OCC#C (stereo not given),99,95,98,110,71,85,89,90,82
CN(C)CCCOc1cccc2c1C(=O)c1c(OCCCN(C)C)cccc1C2=O,92,97,96,91,29,50,63,65,80
C/C(CC(C)C)=N/Nc1nc(C)cc(=O)[nH]1,103,108,109,107,110,109,102,113,94
COc1ccc(C)cc1OC,96,104,109,100,105,107,107,105,104
NC(=O)N1c2ccccc2C=Cc2ccccc21,101&85,91&111,100&90,97,96&110,100&103,95&96,106&107,82&95
COC1=CC(CO[Si](C)(C)C)=CC2C(O)c3ccccc3N3C(=O)COC123 (stereo not given),97,109,103,105,97,98,95,99,78
C/C(Cc1ccc(Cl)cc1)=C(\c1ccc(OCCN2CCCCCC2)cc1)c1ccc(OC(=O)Cc2ccccc2)cc1,90,33,81,22,38,57,74,50,.
NC1CCN(c2nc(Nc3cccc(C(F)(F)F)c3)c3c(=O)[nH]ccc3n2)CC1,-57*,-80*,-97*,-86*,-99*,-77*,-14*,-67*,-77*
O=C1NC(=O)C2(CCCCC2)N1,118,94,97,.,109,105,101,110,95
CCOC(=S)SCCc1ccccc1,102,105,95,101,100,104,100,.,100
# Continued:
SMILES,SF-295,HCT-15,SF-539,HCC-2998,HCT-116,SW-620,SNB-19,KM12,SNB-75
O=C(NO)c1ccc(NC(=S)NC(=O)c2ccc(OCc3ccccc3)cc2)cc1,90,88,92,93,94,103,96,94,105
CC(=O)C1C(=O)OC2C3C=CC(C3)C2C1=O (stereo not given),105,104,92,105,93,109,95,109,104
O=C1CN(CN2CCOCC2)C(=O)CN1CN1CCOCC1,108,107,101,97,96,93,99,99,94
Cc1cc(O)cc(=O)o1,102,104,91,.,100,.,100,99,97
CC(C)CNC(=S)N/N=C/c1ccccc1,98,104,95,105,98,103,107,109,110
Cc1ccc(-c2csc(NC(=O)CN3CCN(c4cc(=O)[nH]c5ccc(F)cc45)CC3)n2)cc1,86,55,80,89,66,87,67,79,92
O=C1c2ccccc2-c2c1c1c3ccccc3n(CCN3CCCCC3)c1c1c3ccccc3n(CCN3CCCCC3)c21,82,75,104,91,74,94,99,62,106
O=C(CCC(C(=O)O)N1C(=O)c2ccccc2C1=O)Nc1ccccc1 (stereo not given),100,97,96,97,115,109,98,97,96
O=S(=O)(NS(=O)(=O)c1ccccc1)c1ccccc1,98,103,106,110,101,101,98,96,94
CC(C)Cn1cnc2c3ccccc3nc(NCn3nc(-c4cc(Cl)cc(Cl)c4Cl)n(/N=C/c4ccc(F)cc4)c3=S)c21,73,100,94,91,74,106,103,89,95
Nc1nc(N)c(-c2nc3ccccc3s2)c(CCCO)n1,104,103,103,99,111,102,100,111,87
CCCCCc1c(C)[nH]c(/C=C2\N=C(c3ccc[nH]3)C=C2Oc2ccc(OC)cc2)c1C,-82*[100 µM],-94*[100 µM],.,-58*[100 µM],-99*[100 µM],-56*[100 µM],-83*[100 µM],-91*[100 µM],-92*[100 µM]
NCCOc1ncccc1/C=C1\c2ccccc2-c2ccc(F)cc21,2.0*,3.2*,12,18,15,15,16,8.9*,16
O=c1c2c3c(sc2nc(SCc2nc(=S)[nH][nH]2)n1-c1ccc(Cl)cc1)CCCC3,98,96,94,118,113,117,99,107,87
CN(C)c1ccc(/C=C2\SC(=O)N(CC(=O)Nc3ccc(C(=O)/C=C/c4cc5ccccc5nc4Cl)cc3)C2=O)cc1,102,98,94,108,96,109,96,102,.
N#CC(C#N)=C1NC2(CCCCC2)N=C1N,103,119,87,70,109,104,107,107,93
CCN(CC)CCn1c2ccc(O)cc2c2sc3cc(O)ccc3c(=O)c21,18,29,18,42,12,16,23,29,76
CC(=O)Nc1ccc(/C=N\NC(=O)N/N=C/c2ccc(NC(C)=O)cc2)cc1,124,109,107,117,102,103,102,109,80
COC(=O)c1nc(-c2ccc(C)cc2)oc1S(=O)(=O)N1CCN(c2oc(-c3ccccc3)nc2C#N)CC1,103,99,99,113,93,100,95,101,100
C1CCC(OCC2(COC3CCCCO3)CCCO2)OC1 (stereo not given),97,112,105,99,100,104,106,109,96
COc1cc(-c2nc(-c3ccccc3)[nH]c2-c2ccnc(NCCCNS(=O)(=O)c3ccc(Br)cc3)n2)ccc1Cl,78,49,78,120,54,95,83,68,104
O=C(Nc1cccc(-c2nc3ccccc3[nH]2)c1)c1cccc(NC(=O)c2ccco2)c1,80,51,65,97,58,97,89,88,72
COc1ccc(S(=O)(=O)N2CCOCC2)cc1NC(=O)c1[nH]c(C)c2c1CCCCC2=O,61&100,27&104,44&95,70&102,101&109,67&103,64&99,65&110,7.6*!
O=C([C@H]1C[C@H]1c1ccc(S(F)(F)(F)(F)F)cc1)N1CCN(c2cc(Cl)ccc2C(F)(F)F)CC1,93,88,107,97,60,96,97,82,101
COC(=O)c1cc(-c2cc(OC)c(OC)c(OC)c2)[nH]c1N/N=C/c1c(Cl)cccc1Cl,-42*,60,-43*,-62*,5.1*,45,29,15,3.4*

# Copied from the results shown (6 entries):
SMILES,SF-295,HCT-15,SF-539,HCC-2998,HCT-116,SW-620,SNB-19,KM12,SNB-75
Cc1ccc(S(=O)(=O)N2CCc3c([nH]c4ccccc34)C2c2cc(=O)oc3cc(C)ccc23)cc1 (stereo not given),80,86,83,.,66,91,86,86,66
Cc1ccc(S(=O)(=O)c2ccsc2NC(=O)c2ccccc2)cc1,81,61,77,.,37,61,88,50,55
Nc1cc(F)ccc1NC(=O)c1ccc(NC(=O)C/C=C/c2cccnc2)cc1,42,29,12,53,9.6*,18,47,41,51
CCCCNc1ccc2c3c1cccc3c(=O)n1c3ccccc3nc21,.,76,103,74,87,86,101,78,73
O=C(O)c1ccc2c(c1Cl)C(=O)c1ccccc1C2=O,108,96,102,104,93,107,99,107,73
CCOC(=O)C/C(=N\Nc1cc(=O)[nH]c2ccc(C)cc12)C(=O)OCC,105,103,103,102,100,95,98,100,95

# The list continues:
SMILES,SF-295,HCT-15,SF-539,HCC-2998,HCT-116,SW-620,SNB-19,KM12,SNB-75
CCN(CC)CCn1nc2c3c(cccc3c1=O)-c1ccccc1-2,7.0*,17,31,35,16,14,26,34,51
Cn1cnc2ccccc21,104,107,105,102,106,107,105,103,102
CC1CCCCN1 (stereo not given),115&137,108&102,96&108,99,92&96,100&111,100&100,100&107,94&89
CCOc1ccc(-n2nc(C(=O)Nc3ccccc3)nc2-c2cc(OC)c(OC)c(OC)c2)cc1,34,35,62,.,21,36,56,28,35
CCN1C(=O)N(CC)C2NN3C(=O)C4(SC3=NC21)C(c1ccc([N+](=O)[O-])cc1)CN(C)C41C(=O)Nc2ccccc21 (stereo not given),99,101,103,102,95,95,98,93,75
CC(=O)N1CCC[C@]2(C)[C@H]3CC=C4[C@@H]5CC(C)(C)CC[C@]5(C(=O)N5CCN(C)CC5)CC[C@@]4(C)[C@]3(C)CC[C@H]2C1(C)C,104,87,95,103,85,93,96,97,92
COc1ccc(-c2nn3c(-c4cc(F)c(Cl)cc4Cl)nnc3s2)cc1,13,42,47,42,21,21,41,47,7.7*
O=S(=O)(Oc1ccc(-c2nnc(Nc3ccccc3)s2)cc1)C(F)(F)C(F)(F)C(F)(F)C(F)(F)C(F)(F)C(F)(F)C(F)(F)C(F)(F)F,97,103,94,107,99,97,98,100,99
COc1ccc[nH]c1=O,114,100,99,94,105,104,108,123,102
O=S(=O)(Nc1ccc(C2CC2)cc1)c1ccc(-c2cnc(C3CC3)o2)cc1,49,40,63,91,49,34,74,48,54
CC(=O)C(C(c1ccccc1)N1CCOCC1)N1CCOCC1 (stereo not given),84,96,89,83,100,108,92,99,76

# This is a random part of the collection. About 11% of those tested had a hit in this group.
